12-hLO inh – inhibitors of human 12-lipoxygenase (ALOX12); P18054; purified 12-hLO, xylenol orange hydroperoxide absorbance; Potency, µM (highest dose often 57.1 µM), inactives show at the highest dose activity change, negative = inhibition, usual class: inhibitors; hit rate 0.12% among 150,000; AID 1452; further: potency means the concentration at half of the fitted maximal effect; nearly all actives have a fitted effect of over 55% in size; many of its hits are not listed in these tables
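Hydroperoxide formation by human 12-lipoxygenase from 40 uM arachidonic acid was followed colorimetrically via ferric-xylenol orange complex, using the 573/405 nm absorbance ratio. Enzyme concentration was 150 nM, with 30 min reaction at room temperature.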
PNC assembly inh – inhibitors of perinucleolar compartment assembly | hit rate 3.1% among 140,000 | PC3M PTB-GFP, PNC prevalence imaging, 16 h; stronger effect = lower value | activity change (PNC), negative = inhibition, % at 10 µM | AID 2417;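 active means readout at or below -70, meaning at least 70% loss of cells showing the perinucleolar compartment, a nuclear body marking cancer cells; inconclusive means readout between -30 and a set limit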;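 further: plate controls were DMSO wells for no effect and camptothecin positive control wells for full effect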
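Read-out is percentage of cells bearing a perinucleolar compartment, from automated 20x imaging of fixed, Hoechst-stained PC3M PTB-GFP cells. Cells were seeded 4 h, then exposed 16 h to compound (23 nl of library stock) in duplicate plates.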
ALOX15B inhib – 15-hLO-2 (ALOX15B) enzyme inhibition. O15296. purified 15hLO-2, xylenol orange hydroperoxide absorbance. Potency, µM (series often up to 57.1 µM), inactives show top-dose activity change, negative = inhibition, most hits filed as inhibitors. hit rate 0.56% among 110,000. AID 881; further: potency means the concentration at half of the fitted maximal effect; nearly all actives have a fitted effect of over 60% in size; many of its hits are not listed in these tables
Target sequence (O15296 whole entry, looked up): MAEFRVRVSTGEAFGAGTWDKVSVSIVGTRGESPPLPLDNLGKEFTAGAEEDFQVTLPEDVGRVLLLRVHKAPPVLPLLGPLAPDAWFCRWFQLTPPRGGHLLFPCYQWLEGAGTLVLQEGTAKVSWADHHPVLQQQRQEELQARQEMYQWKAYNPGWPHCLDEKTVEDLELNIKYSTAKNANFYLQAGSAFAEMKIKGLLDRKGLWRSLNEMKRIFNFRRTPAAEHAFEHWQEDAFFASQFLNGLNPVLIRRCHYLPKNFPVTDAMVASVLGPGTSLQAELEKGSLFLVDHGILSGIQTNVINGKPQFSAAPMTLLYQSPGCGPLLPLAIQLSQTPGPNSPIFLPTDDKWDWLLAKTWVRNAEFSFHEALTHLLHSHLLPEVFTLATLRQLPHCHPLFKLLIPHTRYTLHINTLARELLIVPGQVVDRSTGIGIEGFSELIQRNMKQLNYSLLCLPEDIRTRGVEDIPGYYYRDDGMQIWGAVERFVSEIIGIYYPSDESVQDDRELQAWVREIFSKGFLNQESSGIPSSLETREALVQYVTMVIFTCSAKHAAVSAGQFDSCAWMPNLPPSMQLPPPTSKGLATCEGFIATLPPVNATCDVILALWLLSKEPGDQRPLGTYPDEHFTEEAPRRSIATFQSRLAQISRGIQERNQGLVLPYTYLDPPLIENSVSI
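Purified human 15hLO-2 (50 nM) preincubated 15 min with compound, then 45 uM arachidonic acid for 90 min at RT in 25 mM Hepes pH 7.5, 0.01% Triton X-100. Hydroperoxide detected by Fe-xylenol orange; 573/405 nm absorbance ratio.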
IMPase inh – cell-permeable inhibitors of inositol monophosphatase (IMPase) | CHO-M1 cells, IP1 accumulation, HTRF TR-FRET ratio | AID 901 | 120,000 tested, under 10 active | inhibition (IP1 accumulation), % at 46.1 µM; active means well fitted curve in the direction sought with a large enough effect in the signal ratio, not every such curve was filed as active; inconclusive means small, poorly fitted or top-dose-only effect, or a change in a side signal; inactive means no such curve, though single readings can be large or run the other way; the % refers to the signal ratio;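 further: cells stimulated with carbachol in lithium chloride buffer; plate controls were DMSO basal wells for no effect and reference inhibitor wells for full effect; higher means more IMPase inhibition seen as more IP1 and lower FRET ratio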
Target sequence (P97697 whole entry, looked up): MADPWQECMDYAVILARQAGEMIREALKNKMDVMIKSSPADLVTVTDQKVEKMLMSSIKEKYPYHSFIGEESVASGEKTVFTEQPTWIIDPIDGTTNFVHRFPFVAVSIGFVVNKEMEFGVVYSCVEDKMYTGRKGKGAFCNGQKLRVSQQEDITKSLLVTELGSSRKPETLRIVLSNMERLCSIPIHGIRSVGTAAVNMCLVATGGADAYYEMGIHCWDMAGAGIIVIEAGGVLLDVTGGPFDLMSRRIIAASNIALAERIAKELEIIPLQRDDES
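Elevated IP1 in lysates lowers TR-FRET signal (665/620 ratio and 620 channel reported). Cells were CHO-M1, given carbachol (50 uM as added) plus 50mM LiCl, pH 7.4, 30 min, 37C; compounds titrated up to 46 uM; AC50 by Hill equation.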
Starred values were filed as active, the others as inactive; ? = inconclusive; nt = no result given; [ ] = another dose, or the depositor's remark. Unless noted, the call rests on the fitted dose curve; in most records, active means well fitted curve in the direction sought with a large enough effect; inconclusive means small, poorly fitted or top-dose-only effect, or another doubt; inactive means no such curve, though single readings can be large; an effect the other way counts as inactive or inconclusive. Unless noted, on the % scale 0 is the no-effect control and ±100 the full control effect. An excerpt; rates above refer to the full screens.

SMILES	12-hLO inh	PNC assembly inh	ALOX15B inhib	IMPase inh
O=C(CSc1ncccc1-c1nc2ccccc2[nH]1)Nc1ccc2c(c1)OCCO2	-4%	15	nt	nt
COc1ccc(OC)c(S(=O)(=O)Nc2cccnc2)c1	13%	53	7%	-3
COc1c(/C=N/Nc2nc(N3CCCCC3)nc(N3CCCCC3)n2)cccc1[N+](=O)[O-]	5%	5	nt	0
Cc1ccc(-c2csc(NC(=S)NC(=O)c3cc4ccccc4o3)n2)cc1	2%	28	nt	nt
COc1cc(C(=O)NNC(=S)NC(=O)c2ccccc2C)cc(OC)c1OC	-1%	-27	nt	nt
Cc1cccc(N2CCN(C(=O)c3ccoc3C)CC2)c1C	-2%	42	nt	nt
O=C1CCCN1CN1CCCCC1	-5%	11	-16%	-18
O=C(Oc1cccnc1)c1cc(S(=O)(=O)N2CCOCC2)ccc1Cl	0%	18	0%	2
CCOC(=O)Cc1csc(SCc2cc(=O)oc3cc(O)ccc23)n1	-2%	?	nt	nt
CN1CCn2c1nc(N1CCCCC1)nc2=O	0%	-17	-5%	1
CCOC(=O)c1cnc(SCc2ccc(C)cc2)nc1N	-3%	40	16%	2
COCCN1Cc2cccc(C(=O)Nc3ccc(-c4nc5ccccc5[nH]4)cc3)c2C1=O	-1%	-3	nt	nt
COc1ccc(Br)cc1C(=O)N/N=C/c1ccc2c(c1)n(C)c(=O)n2C	1%	-82*	nt	nt
O=C(c1ccc(F)cc1)N1CCN(c2ncccn2)CC1	-2%	34	0%	9
COC(=O)c1ccccc1NC(=O)CN(Cc1ccccc1)S(C)(=O)=O	-2%	39	-4%	-3
COc1ccc(C2CC(C(F)(F)F)n3nc(C(=O)NCCCn4ccnc4)cc3N2)cc1OC (stereo not drawn)	7%	0	12%	-4
Cc1ccc(S(=O)(=O)N2CCC(C(=O)N[C@@H](C)C(=O)NCc3ccco3)CC2)cc1	-2%	61	nt	nt
Cc1ccc(S(=O)(=O)Nc2ccccc2C(N)=O)cc1	-3%	?	-4%	-5
CCSCCCC(=O)O	4%[11.4 µM]	nt	12%[11.4 µM]	nt
COc1ccc(NS(=O)(=O)c2ccc(Br)s2)cc1OC	-8%	7	-3%	3
Cc1cc(C)c(S(=O)(=O)N2CCN(c3ccc([N+](=O)[O-])c(NCC4CCCO4)c3)CC2)c(C)c1 (stereo not drawn)	-1%	-16	-8%	13
COc1ccc2cc(-c3cc(C(=O)O)c4ccccc4n3)ccc2c1	-5%	7	?	-13
Cc1cc(OCC(=O)NCC(C)C)cc(C)c1Br	-4%	14	1%	4
Cc1cccc(N2CCN(c3nc4ccc(Cl)cc4n4cnnc34)CC2)c1C	-1%	55	nt	nt
Nc1cc(=O)nc(SCC(=O)NC2CCCCC2)n1-c1ccccc1	-2%	27	11%	2
CN(C)S(=O)(=O)c1cccc(NC(=O)c2ccc(N3CCOCC3)c([N+](=O)[O-])c2)c1	7%	-10	nt	nt
COCCN(Cc1cc2cc3c(cc2nc1Cl)OCO3)C(=O)Nc1ccc(OC)cc1	-1%	44	nt	nt
O=C(COC(=O)c1cncc(Br)c1)NCc1ccco1	0%	32	-12%	-3
CCOC(=O)c1c(-c2ccc(F)cc2)csc1NC(=O)c1c(-c2ccccc2)noc1C	-1%	?	nt	8
CC1CCC(NC(=O)Cn2cc3c(n2)CCCC3)CC1 (stereo not drawn)	10%	9	-2%	-1
O=C(c1ccccc1OCc1ccccc1Br)N1CCN(c2ncccn2)CC1	-1%	?	-10%	18
Cc1cccc(N(CC(=O)NC2CCCCC2)C(=O)c2c(C)noc2C)c1	1%	27	2%	4
COC(=O)C1C2C=CC3(CN(c4cccc(Cl)c4)C(=O)C13)O2 (stereo not drawn)	-3%	-11	2%	1
CCOc1cc(NC(=O)c2ccccc2C)c(OCC)cc1NC(=O)C1=Cc2ccccc2OC1	1%	16	4%	-6
Cc1ccc(S(=O)(=O)NC(=O)NCCCCNC(=O)NS(=O)(=O)c2ccc(C)cc2)cc1	-2%	45	1%	-4
CCOC(=O)N1CCC(NC(=O)CN(C)S(=O)(=O)c2cc3c(cc2Cl)NC(=O)CO3)CC1	-5%	-11	1%	5
Cc1cccc([C@H]2[C@@H]3C=CC[C@@H](C)[C@@H]3C(=O)N2Cc2ccccc2)c1	-6%[0.00818 µM]	nt	-7%[0.0915 µM]	nt
O=C(Nc1ccccc1)N1CCN2C(=O)c3ccccc3C12c1ccccc1 (stereo not drawn)	-6%	-11	-7%	11
CCc1ccc(C2NC(c3ccc(CC)cc3)C([N+](=O)[O-])C(C)(C)C2[N+](=O)[O-])cc1 (stereo not drawn)	3%	-26	nt	nt
COc1ccc(NC(=O)/C(Cl)=C(/Cl)S(=O)(=O)Cc2ccc(C)cc2)cn1	-17%	17	2%	10
CCOCCCNC(=O)CNC(=S)N(Cc1ccccc1F)C1CCCCC1	-8%	-29	-19%	-3
Oc1ccc(-c2[nH]ncc2-c2cccc3cccnc23)c(O)c1	-14%	28	-2%	-4
CCCCCCCC(=O)NNC(=O)CC(=O)Nc1ccccc1C(=O)O	-1%	?	nt	-6
COc1ccc2nc(N3CCC(C)CC3)c(C#N)cc2c1	-20%	16	-10%[11.4 µM]	?
N#Cc1ccc(OCc2nnc(SCC(=O)c3ccccc3)n2-c2ccccc2)cc1	-2%	286	nt	14
Cc1ccc(NC(=O)Nc2ccccc2C#N)c(Cl)c1	10%	61	-4%	2
COc1ccc(-c2cn[nH]c2N)cc1	2%	?	20%	0
O=C(c1cc(-c2ccco2)on1)N1CCOCC1	-1%	76	-5%	-1
C=CCNc1nc(-c2ccc([N+](=O)[O-])cc2)cs1	-2%	-114*	nt	nt
COc1ccc(-c2csc(NC(=O)c3cccc(S(=O)(=O)N4CCN(C)CC4)c3)n2)cc1	-24%	-8	31%[activator]	2
COC(=O)c1cn(CC(=O)N2C(C)CCCC2C)c2ccccc12 (stereo not drawn)	1%	?	nt	9
O=C(Nc1ccc2c(c1)OCO2)c1ccc(COc2ccc3c(c2)CCC3)o1	3%	18	-1%	-3
CC(C)Cn1c2c(c(O)c(C(=O)Nc3ncccc3O)c1=O)CCCC2	1%	-91*	16%	1
CCOc1ccc(N2CC(=O)N/C2=N\c2nc(C)cc(C)n2)cc1	-3%	-6	2%	-5
O=c1[nH]c(Nc2ccc(F)cc2)cc2ccccc12	-11%	-2	-18%	1
Cc1ccc(-c2csc3ncnc(Oc4cccc5ccc(C)nc45)c23)cc1	0%	16	nt	-8
COc1cc(NC(=O)CCNC(=O)Cn2cnc3ccccc3c2=O)cc(OC)c1OC	-6%	?	2%	-12
O=C1CCCC2=C1C(c1ccc(Cl)cc1)N1C(=O)CCSC1=N2 (stereo not drawn)	-6%	-100*	nt	13
COc1ccc(OC)c(S(=O)(=O)Nc2ccc(C)c(C)c2)c1	-17%	3	2%	6
Nn1c(=O)c2ccccc2n2c(SCc3ccc(C(F)(F)F)cc3)nnc12	-6%	18	-18%	0

Going on with the list.
SMILES	12-hLO inh	PNC assembly inh	ALOX15B inhib	IMPase inh
CC1=NOC(=O)/C1=C\c1ccc(-c2cccc(Cl)c2)o1	-26%	56	2.5µM*	3
CC1CCN(c2ccccc2NC(=O)c2ccc(N3CCOCC3)c([N+](=O)[O-])c2)CC1	-2%	?	6%	-3
O=C(COc1ccccc1)N1CCN(C(=O)c2cccs2)CC1	-1%	12	17%	-5
COc1ccc(S(=O)(=O)NCCSCc2ccco2)cc1Cl	-8%	?	-10%	1
C(=N\c1ncnc2sccc12)/NOCc1ccccc1	-1%	?	-2%	10
Cc1n[nH]c(=S)c2nn(-c3ccccc3F)c(C)c12	-5%	-1	-19%	?
CCOc1c2ccc(C(=O)NC3CCCc4ccccc43)cc2nn1CC (stereo not drawn)	1%	-22	3%[11.4 µM]	-4[1.84 µM]
CCOc1cc(C(=O)NC(C)c2ccncc2)cc(OCC)c1OCC (stereo not drawn)	0%	?	6%	-6
COC(=O)c1sccc1NC(=O)c1ccc(OC)cc1	-6%	?	0%	4
CCOCCCNC(=O)Cn1cc2c(n1)CCCCC2	-4%	?	-6%	-2
O=C(NNC(=S)Nc1cccc(C(F)(F)F)c1)c1ccc(Cl)cc1Cl	-20%	-1	nt	nt
CCn1c(SCC(N)=O)nc2ccccc2c1=O	0%	3	10%	-8
O=C(NC1c2ccccc2-c2ccccc21)N1CCOCC1	-5%	30	5%	15
CC(=O)Nc1c(C)nn(C(C)=O)c1C	-1%	-12	nt	nt
COc1cc(C(=O)Nc2ccccc2N2CCN(S(C)(=O)=O)CC2)cc(OC)c1OC	-6%	5	10%	-6

Rewritten with bars between the fields: entries from further up.
structure | 12-hLO inh | PNC assembly inh | ALOX15B inhib | IMPase inh
CC1CCN(c2ccccc2NC(=O)c2ccc(N3CCOCC3)c([N+](=O)[O-])c2)CC1 | -2% | ? | 6% | -3
O=C(COc1ccccc1)N1CCN(C(=O)c2cccs2)CC1 | -1% | 12 | 17% | -5

(cont.)
SMILES	12-hLO inh	PNC assembly inh	ALOX15B inhib	IMPase inh
CCCCN(C(=O)c1cnc2n(c1=O)CCS2)c1ccccc1	-3%	?	1%	1
Cc1cccc(-c2c3c(=O)n(C)c(=O)n(C)c3cn2C(C)(C)C)c1	1%	?	0%	-2
CNC(=O)CCc1[nH]c2ccccc2c1Sc1ccccc1	-11%	-29	nt	nt
O=c1cc(O)nc2n1CCCS2	2%	-21	8%	1
NNC(=S)NCc1cccnc1	1%	74	nt	nt
NC(=O)c1cccc2c1C(=O)N(C1CCCCC1)C2	1%	42	nt	5
CCc1nnc(NC(=O)Nc2ccc(OC)cc2)s1	-5%	26	4%	-1
COCCCNC(=O)Cn1cc(C(=O)c2cccs2)c2ccccc21	-2%	-5	nt	-11[0.369 µM]
Cc1onc(-c2c(F)cccc2Cl)c1C(=O)OCN1C(=O)c2ccccc2C1=O	-9%	-21	-7%	10
Cc1c(C(=O)Nc2cccc([N+](=O)[O-])c2)csc1-c1ccccc1	-10%	?	-6%	6
Cc1nn(-c2ccccc2)c2ncc(C(=O)c3cc(Cl)ccc3O)cc12	-1%	-28	nt	nt
Cc1cccc(CNc2ccnc(-c3cccc(NS(C)(=O)=O)c3)n2)c1	-23%	nt	8%	nt
CCOC(CNC(=O)c1cc(C)nn1-c1ccccc1)OCC	-1%	-5	11%	-8
O=C(Nc1cccc(-c2nnc(-c3ccccc3)o2)c1)C1CCCCC1	-9%	?	nt	-1
O=C(CSc1ncn[nH]1)N1N=C2/C(=C/c3ccccc3)CCCC2C1c1ccccc1 (stereo not drawn)	1%	27	nt	2
COc1ccc(F)cc1S(=O)(=O)NC(Cc1ccccc1)C(N)=O (stereo not drawn)	2%	40	-15%	-1
Cc1sc(NC(=O)c2cc(-c3ccccc3)nc3ccccc23)c(C(N)=O)c1C	4%	?	nt	-8
Cc1ccc(S(=O)(=O)N(CCC(=O)O)c2ccccc2)cc1	1%	?	nt	nt

By substructure: those above with an NH in an aromatic ring (eight)
SMILES	12-hLO inh	PNC assembly inh	ALOX15B inhib	IMPase inh
O=C(CSc1ncccc1-c1nc2ccccc2[nH]1)Nc1ccc2c(c1)OCCO2	-4%	15	nt	nt
COCCN1Cc2cccc(C(=O)Nc3ccc(-c4nc5ccccc5[nH]4)cc3)c2C1=O	-1%	-3	nt	nt
Oc1ccc(-c2[nH]ncc2-c2cccc3cccnc23)c(O)c1	-14%	28	-2%	-4
COc1ccc(-c2cn[nH]c2N)cc1	2%	?	20%	0
O=c1[nH]c(Nc2ccc(F)cc2)cc2ccccc12	-11%	-2	-18%	1
Cc1n[nH]c(=S)c2nn(-c3ccccc3F)c(C)c12	-5%	-1	-19%	?
CNC(=O)CCc1[nH]c2ccccc2c1Sc1ccccc1	-11%	-29	nt	nt
O=C(CSc1ncn[nH]1)N1N=C2/C(=C/c3ccccc3)CCCC2C1c1ccccc1 (stereo not drawn)	1%	27	nt	2

Assay outcomes: PubChem BioAssay, National Center for Advancing Translational Sciences (NCATS)
